Source: PubChem (several laboratories)
Yfh1-off respiration: mitochondrial function rescue without frataxin homolog – Friedreich's ataxia, plus single-dose screen, dose response (AID 1465) | S. cerevisiae Yfh1-off respiration, WST-1 reduction, 72 h; higher fold induction means a stronger effect | one-dose fold induction at 50 µM; EC50 in µM for titrated hits | actives 0.074% (n = 220,000);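 active = fold induction of absorbance versus untreated yeast above a set limit, then at least 30% activation at any dose in follow-up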;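 note: activators that raise dye reduction in frataxin-depleted yeast; strong numbers were not always called active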
Ins promoter up: MIN6 insulin promoter up-regulation. MIN6 insulin promoter-GFP reporter, high-content imaging; hits give high values. z-score at 5 µM. actives 0.3% (n = 190,000);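 active = z-score above 3 at 5 µM with at least 500 cells counted in the well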
Dynein transport: blocks dynein driven cargo transport along microtubules; 3617.4 mouse cells, GR-EGFP nuclear translocation imaging; test concentration mostly 20 µM; stimulated with dexamethasone, 1 µM; hits give low values; z-score, hits read low; actives 0.47% (n = 220,000); AID 1381;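 active = plate z-score of nuclear minus cytoplasmic receptor signal below a set negative limit, without overly bright fluorescence or cell loss, cut at about -3.5 in these data, passing the limit was not always enough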;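 note: z-score of nuclear minus cytoplasmic ring GR-EGFP intensity difference per well; some compounds called inactive have numbers as strong as hits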
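Buffer or medium: tet-free medium with charcoal-stripped serum / Also added: dexamethasone agonist, 1.0 µM final, for 30 min / Timing: induction 48 h, compound 1 h, agonist 30 min / Measured by: high-content fluorescence imaging after fixation / Read-out: nuclear-to-cytoplasmic GR-EGFP distribution per well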
MT stabilize HCS: stabilizes microtubules in HeLa cells. HeLa tubulin immunostaining HCS, 24 h; share of cells brighter than vehicle mean+2SD. % tubulin-high responders, % at 10 µM. actives 0.83% (n = 200,000);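 active = plate Z-score above 3 for both tubulin-high and condensed-nucleus cell shares, with cell loss under 80%, at 10 µM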;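 note: anti alpha tubulin signal scored within the nucleus-defined area of each cell; some results filed as inactive read as strong as hits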
human PMI inhibition: MPI enzyme activity inhibition – biochemical, fluorescence intensity, coupled assay, primary screen (AID 1209). purified PMI enzyme, coupled fluorescence intensity; higher % means a stronger effect. one-dose inhibition, % at 20 µM; IC50 in µM for titrated hits. actives 0.42% (n = 190,000);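 note: plate controls were DMSO vehicle for no effect and wells lacking substrate for full effect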
WT yeast gro inh: growth inhibition of WT yeast, mitochondrial fusion screen. mitochondrial fusion phenotypic screen, WT strain. inhibition, % at 10 µM. actives 2.1% (n = 190,000); in the data active = inhibition above about 58%; tested in S. cerevisiae
bCat nuc transl: alters nuclear translocation of beta-catenin in HeLa cells; actives 0.3% (n = 190,000); immunofluorescence imaging; nuclear translocation activity, % at 5 µM;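 active = nuclear translocation activity above 50% at 5 µM, with a well cell count of 50 or more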;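 note: per-cell ratio of nuclear to cytoplasmic median beta-catenin stain intensity; plate controls were DMSO negative control for no effect and GSK-3 inhibitor IX positive control for full effect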
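Read-out: Nuclear/cytoplasmic beta-catenin signal ratio, % activation | Assay system: Human HeLa cell line | Times: 24 h compound exposure at 37°C, 5% CO2 | Signal: Fluorescence imaging of beta-catenin antibody stain plus DAPI | Dosing: 5 µM primary, 0.02–20 µM confirmation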
human PMI inhibitors: human PMI inhibitors, high substrate, primary screen, biochemical, fluorescence intensity, high mannose 6-phosphate (AID 1220). inhibition, % at 20 µM; hits with a dose series show IC50 in µM. recombinant PMI enzyme, coupled fluorescence intensity; higher % means a stronger effect. actives 0.66% (n = 190,000)
Autophagy mod: alters autophagy in cells; AID 463193; calls only at 10 µM (by protocol); MEF GFP-LC3 puncta imaging; test concentration mostly 10 µM; actives 0.98% (n = 190,000);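 active = percentage of spot-positive cells more than 3 SD above its plate mean, without a fluorescence outlier flag or 80% toxicity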;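 note: spot-positive cell cutoff set from DMSO-treated cells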
WT yeast gro inh mutant strain: second read-out of WT yeast gro inh, no call of its own (marks repeat the call); inhibition, %; mitochondrial fusion phenotypic screen, mutant strain inhibition
Dynein transport cytoplasmic EGFP: also measured in Dynein transport; calls as there; z-score; measured here: cytoplasmic GR-EGFP intensity; hits give high values
Dynein transport nuclear GR-EGFP: recorded beside Dynein transport, whose call it bears; z-score; measured here: nuclear GR-EGFP intensity;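 lower value marks the stronger effect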
Dynein transport cell count: further read-out of Dynein transport, marked with its call; z-score; measured here: cell count per field
Ins promoter up cell count: further read-out of Ins promoter up, marked with its call; cell count; measured here: cytotoxicity, nuclei count;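 total cells summed across four imaged fields per well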
bCat nuc transl cell count 5 µM: second read-out of bCat nuc transl, no call of its own (marks repeat the call); cell count; measured here: cell count, cytotoxicity flag
MT stabilize HCS Hoechst-high %: also measured in MT stabilize HCS; calls as there; % Hoechst-high responders; measured here: nuclear condensation Hoechst responders;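 share of cells brighter than vehicle mean plus two SD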
MT stabilize HCS cytotoxicity %: also measured in MT stabilize HCS; calls as there; toxicity, %; measured here: cytotoxicity by cell density;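 0% = mean cell density of plate MIN control wells and 100% = no cells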
Autophagy mod cell loss 18 h: also measured in Autophagy mod; calls as there; toxicity, %; measured here: cell loss, nuclei count;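 cell loss after 18 h compound exposure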
* marks the source's active call; other numbers are inactive results; i = inactive; nt = not tested or not shown. Cut-off read from the data, not from the text of the source, unless noted: active = inhibition above about 50%; inactive = the rest.

SMILES	Yfh1-off respiration	Ins promoter up	Ins promoter up cell count	Dynein transport	Dynein transport cytoplasmic EGFP	Dynein transport nuclear GR-EGFP	Dynein transport cell count	MT stabilize HCS	MT stabilize HCS Hoechst-high %	MT stabilize HCS cytotoxicity %	human PMI inhibition	WT yeast gro inh	WT yeast gro inh mutant strain	bCat nuc transl	bCat nuc transl cell count 5 µM	human PMI inhibitors	Autophagy mod	Autophagy mod cell loss 18 h
C(=C\c1nnc2c3ccccc3ncn12)/c1ccccc1	i	1.9	1334	-0.0048	0.17	0.79	-1.5	15	13	32	4%	10	-12	nt	nt	2%	i	-11
COCCn1nnnc1C(C(C)C)N1CCC(Cc2ccccc2)CC1 (stereo unspecified)	i	nt	nt	0.039	-0.36	-0.21	0.28	3.5	2.0	13	0%	39	18	1.4	1121	-5%	i	6
Cc1cc(Br)cc2c1NC(=O)C2(c1c(C)n(C)n(-c2ccccc2)c1=O)c1c(C)n(C)n(-c2ccccc2)c1=O	i	nt	nt	-0.31	-0.26	0.2	0.035	2.4	1.3	5.7	-10%	-2	-2	1.8	543	-2%	i	-7
CCCCCn1c(NC2CCCCC2)nc2c1c(=O)[nH]c(=O)n2C	i	0.63	724	-0.83	-0.75	-0.16	-0.066	nt	nt	nt	nt	8	2	-1.2	1217	nt	nt	nt
CCOC(=O)C1(CCCCCCOc2ccc(Cl)cc2)CO1 (stereo unspecified)	i	0.09	1437	nt	nt	nt	nt	nt	nt	nt	4%	23	0	-0.1	1067	1%	nt	nt
COC(=O)c1ccccc1NC(=O)CN(C)Cc1ccccc1	i	-0.04	1365	-0.39	-0.26	0.034	-0.49	2.9	2.7	5.6	-7%	1	19	0.0	1088	-6%	i	9
CC1=CC(C)(C)N(S(=O)(=O)c2ccc(F)cc2)c2ccccc21	i	0.02	716	-0.87	-0.14	-0.21	0.66	25*	67*	39*	12%	37	40	0.3	1093	10%	i	-7
CCOC(=O)N1CCN(C(=S)NC(=O)c2ccnn2C)CC1	i	0.76	1059	-0.2	-0.13	0.08	0.053	1.4	2.3	9.1	4%	1	3	4.1	574	10%	i	2
CC/C(O)=C(/C#N)c1nnc2n1CCCCC2	i	nt	nt	-0.97	-0.22	-1.1	0.26	1.6	1.5	3.5	4%	-14	-5	-0.2	1180	7%	i	3
NC(=NCCc1ccccc1)NS(=O)(=O)c1cccs1	i	-1.4	1304	0.56	-0.34	0.0081	0.27	1.1	1.3	0.3	-8%	7	-12	0.9	1141	-8%	i	28
COc1ccc(CNC(=O)/C=C/c2ccco2)cc1OC	i	nt	nt	2.9	-0.12	1.5	-1.4	3.0	3.0	2.0	-2%	2	-12	0.9	1080	1%	i	-5
CC1CN(C(=O)C(C)Sc2nc3ccccc3s2)CC(C)O1 (stereo unspecified)	nt	0.58	1279	-0.4	-0.22	-0.076	0.42	1.5	2.0	1.7	-5%	5	-8	-1.5	1018	1%	i	-2
CNC(=S)Nc1cc(C)ccc1OC(F)F	i	0.2	1388	-0.58	-0.28	-0.17	0.29	4.3	1.3	4.4	12%	1	13	-1.8	1135	3%	i	15
c1ccc2c(c1)NCCS2	i	-0.2	1610	-0.38	-0.17	-0.12	0.13	1.3	0.8	5.6	-13%	14	4	1.9	888	-10%	i	-2
O=C(COC(=O)CCC(=O)c1cccs1)Nc1cccc(S(=O)(=O)N2CCOCC2)c1	i	0.45	1466	0.77	-0.24	0.36	-1	4.7	1.9	2.8	3%	18	9	-1.4	1275	-1%	i	4

Three entries already listed, ordered by their value in human PMI inhibition, low to high:
Structure	human PMI inhibition
Cc1cc(Br)cc2c1NC(=O)C2(c1c(C)n(C)n(-c2ccccc2)c1=O)c1c(C)n(C)n(-c2ccccc2)c1=O	-10%
COCCn1nnnc1C(C(C)C)N1CCC(Cc2ccccc2)CC1 (stereo unspecified)	0%
CCOC(=O)N1CCN(C(=S)NC(=O)c2ccnn2C)CC1	4%

(list continues)
SMILES	Yfh1-off respiration	Ins promoter up	Ins promoter up cell count	Dynein transport	Dynein transport cytoplasmic EGFP	Dynein transport nuclear GR-EGFP	Dynein transport cell count	MT stabilize HCS	MT stabilize HCS Hoechst-high %	MT stabilize HCS cytotoxicity %	human PMI inhibition	WT yeast gro inh	WT yeast gro inh mutant strain	bCat nuc transl	bCat nuc transl cell count 5 µM	human PMI inhibitors	Autophagy mod	Autophagy mod cell loss 18 h
CCOC(=O)C1CCN(C(=O)C2(NC(=O)NC3CCCCC3)CCCCC2)CC1	i	nt	nt	-0.82	-0.2	-0.58	-0.14	1.4	2.2	13	9%	-9	-18	0.1	1592	3%	i	-11
CCCCOc1ccc(C(O)C(CN2CCOCC2)c2ccccc2)cc1 (stereo unspecified)	i	-0.39	1019	0.41	-0.26	1.2	-0.18	nt	nt	nt	nt	nt	nt	0.4	1329	nt	nt	nt
CCC(=O)Nc1ccccc1N1CCN(S(C)(=O)=O)CC1	i	nt	nt	0.86	-0.18	1.1	-1.1	2.8	0.4	60	8%	nt	nt	nt	nt	-2%	i	11
COC(=O)C1=C(C)N(c2ccc(OC)c(OC)c2)C(=O)/C1=C\c1cccs1	i	-0.88	1390	1.1	0.18	1.4	-1.2	1.7	4.2	5.1	-8%	22	4	2.1	918	-4%	i	2
Cc1ccc2c(CN3CCN(S(=O)(=O)c4ccc5c(c4)OCCO5)CC3)cc(=O)oc2c1C	i	-2.1	1253	-0.14	0.18	0.0072	1	3.6	3.9	8.6	-2%	-2	-12	-1.5	981	2%	i	8
CC(C)(C)c1ccc(C(=O)NNC(=O)c2cccc(-n3cnnn3)c2)cc1	i	-0.04	1078	-0.2	-0.23	0.35	-0.19	nt	nt	nt	nt	nt	nt	0.4	1410	nt	nt	nt
CCCCn1nc2cc(C(=O)NCCc3ccc(C)cc3)ccc2c1OCC	i	0.44	1443	-0.16	-0.22	0.44	1.2	2.3	1.5	3.2	11%	-3	-10	-1.6	1418	8%	i	9
Cc1ccc(-c2cc(C(=O)N3CCCC3)no2)cc1	i	-0.05	1235	-0.37	-0.26	-0.18	0.78	2.3	2.5	1.9	0%	-10	-3	0.0	1049	-4%	i	-14
O=C(c1ccc(CNc2c(NC3CCCCC3)c(=O)c2=O)cc1)N1CCc2ccccc21	i	-0.43	960	-0.28	-0.26	0.11	0.58	1.6	4.5	13	-12%	-6	9	-6.4	1183	-4%	i	10
CC(=O)N1CCc2cc(S(=O)(=O)NCCN3CCC(C)CC3)ccc21	i	-1.3	849	-0.81	-0.11	-0.13	-0.62	1.0	1.4	7.6	2%	-13	-1	nt	nt	0%	i	12
O=C1Cc2ccccc2C(=O)N1CCc1ccccc1	i	0.52	989	-0.49	-0.29	-0.28	0.69	4.2	4.0	12	-39%	15	2	1.7	1131	1%	i	6
CCOC(=O)C(CC)Sc1ccc2nnc(CCNS(=O)(=O)c3ccccc3)n2n1 (stereo unspecified)	i	0.3	1348	-0.031	-0.29	0.11	0.38	1.5	2.5	7.3	7%	-8	6	-0.8	1152	4%	i	-14
OC(COCC1COc2ccccc2O1)CN1CCc2ccccc2C1 (stereo unspecified)	i	0.44	1607	0.21	-0.19	0.24	-0.035	5.0	5.3	10	-8%	3	-4	0.4	1388	-13%	i	-5
CC1CCCCN1CCNC(=O)CC1Oc2ccccc2NC1=O (stereo unspecified)	i	-0.21	900	1.4	-0.096	1.1	-1	2.3	3.6	8.9	10%	-10	-15	nt	nt	1%	i	4
O=C(CSc1nc(N2CCCCC2)nc(N2CCCCC2)n1)N1CCN(c2ccccc2)CC1	i	nt	nt	-0.031	-0.099	0.2	0.27	3.2	2.5	6.7	9%	10	-14	-2.2	1123	6%	i	11
CC1SCCN1S(=O)(=O)c1ccc2ccccc2c1 (stereo unspecified)	nt	nt	nt	-0.0052	-0.27	0.14	0.3	3.0	2.1	6.6	7%	-19	-10	0.1	524	8%	i	3

As a working copy, part of the list above:
SMILES	Yfh1-off respiration	Ins promoter up	Ins promoter up cell count	Dynein transport	Dynein transport cytoplasmic EGFP	Dynein transport nuclear GR-EGFP	Dynein transport cell count	MT stabilize HCS	MT stabilize HCS Hoechst-high %	MT stabilize HCS cytotoxicity %	human PMI inhibition	WT yeast gro inh	WT yeast gro inh mutant strain	bCat nuc transl	bCat nuc transl cell count 5 µM	human PMI inhibitors	Autophagy mod	Autophagy mod cell loss 18 h
CCOC(=O)C1CCN(C(=O)C2(NC(=O)NC3CCCCC3)CCCCC2)CC1	i	nt	nt	-0.82	-0.2	-0.58	-0.14	1.4	2.2	13	9%	-9	-18	0.1	1592	3%	i	-11
CCCCOc1ccc(C(O)C(CN2CCOCC2)c2ccccc2)cc1 (stereo unspecified)	i	-0.39	1019	0.41	-0.26	1.2	-0.18	nt	nt	nt	nt	nt	nt	0.4	1329	nt	nt	nt
